Screening results: PubChem BioAssay, several laboratories
CAL PDZ FP-1: untagged CAL PDZ binding inhibitors, primary screen, biochemical, fluorescence polarization, HTS | AID 602252, 2012 | Golgi-associated PDZ and coiled-coil motif-containing protein (Homo sapiens), Q9HD26 | purified CAL PDZ, TMR-peptide fluorescence polarization, 1 h | 0.92% of 300,000 active | inhibition, % at 24.9 µM;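 active = mean inhibition of at least 30% with at least half of replicates also reaching 30%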;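 note: 0% = DMSO neutral control and 100% = excess unlabeled competitor peptide PRC23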
Keap1 Nrf2 FP: Keap1-Nrf2 protein-protein interaction inhibitors, primary screen, biochemical, fluorescence polarization, single point; Kelch-like ECH-associated protein 1 (Homo sapiens), Q14145; Keap1 Kelch-Nrf2 peptide fluorescence polarization, 1536-well; inhibition, % at 9.4 µM; 0.15% of 340,000 active; in the data active = inhibition above about 12%;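 note: human Keap1 Kelch domain with fluorescein labeled Nrf2 9mer peptide probe; 0% = neutral control wells and 100% = peptide positive control; higher means more block of Keap1 binding to Nrf2 peptide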
PKA-R2B act: activators of PKA-R2B holoenzyme, primary screen, biochemical, fluorescence polarization, Cy5-IP20, human; PKA-R2B holoenzyme dissociation; R2B truncated from residue 108, S112A mutant; 0% DMSO only, 100% 113 µM cGMP; AID 504700, 2011; cAMP-dependent protein kinase catalytic subunit beta (Homo sapiens) + cAMP-dependent …; activation, % at 11.4 µM; 0.079% of 340,000 active;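 active = activation above a cutoff set at the mean over all compounds plus 3 SD, cut at about 18% in these data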;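 note: higher means more holoenzyme dissociation and a rise in polarization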
Target sequence (P31323 whole entry, looked up, other chains not shown, the tested form may be a part): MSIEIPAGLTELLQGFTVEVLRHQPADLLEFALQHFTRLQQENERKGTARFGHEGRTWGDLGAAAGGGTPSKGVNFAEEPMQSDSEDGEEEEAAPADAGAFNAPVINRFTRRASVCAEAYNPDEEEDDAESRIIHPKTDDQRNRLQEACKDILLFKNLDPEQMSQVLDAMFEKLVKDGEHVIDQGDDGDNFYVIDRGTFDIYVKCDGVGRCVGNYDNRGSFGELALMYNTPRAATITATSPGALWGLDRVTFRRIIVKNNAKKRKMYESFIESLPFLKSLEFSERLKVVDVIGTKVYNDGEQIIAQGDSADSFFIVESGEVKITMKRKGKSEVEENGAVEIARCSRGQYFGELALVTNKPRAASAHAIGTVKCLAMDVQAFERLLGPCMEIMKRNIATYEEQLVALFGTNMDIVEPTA
SR-BI DiI-HDL act: activators of SR-BI mediated DiI-HDL uptake, primary screen, ldlA[mSR-BI] CHO cells, DiI fluorescence; 3 h; 100 = double the neutral-control signal; 0.096% of 320,000 active; activation, % at 12.5 µM;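 active = mean replicate activation of at least 60% and every replicate at or above 60%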;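 note: 0% = median plate neutral-control signal and 100% = twice that signal; values of inactives mirror those of a sister screen read the other way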
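Test system: SR-BI-overexpressing, LDLR-lacking CHO cells; Also added: labelled HDL, 10 µg/mL; Measured by: bottom-read cell fluorescence after medium removal, ex 550/em 595 nm; Timing: 3 h uptake period with compound, 37 °C; Buffer or medium: F12, 0.5% BSA, 25 mM HEPES; Doses: single compound concentration, delivered by pin transfer.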
cardiac RTF act: cardiac RTF calcium sensitivity activators, primary screen, biochemical, IANBD-TnC fluorescence, EC20 calcium; IANBD-labeled TnC RTF fluorescence at EC20 calcium; 0% EC20 calcium, 100% full calcium; 0.24% of 340,000 active; Troponin I, cardiac muscle (Homo sapiens) + Troponin T, cardiac muscle (Homo sapiens) + …; activation, % at 7.2 µM;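 active = activation above the mean over all tested compounds plus 3 SD, cut at about 30% in these data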;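 note: rise in fluorescence read as greater calcium sensitivity of cardiac thin filaments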
CAL PDZ FP-2: CAL PDZ peptide-binding inhibitors, primary screen, biochemical, fluorescence polarization, Cer-tagged CAL PDZ, HTS; Golgi-associated PDZ and coiled-coil motif-containing protein (Homo sapiens), Q9HD26; purified CAL PDZ, TMR-peptide fluorescence polarization, 1 h; inhibition, % at 20 µM; 0.02% of 330,000 active; AID 504414, 2011;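 active = highest replicate inhibition of at least 40%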;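 note: plate controls were DMSO neutral control wells for no effect and unlabeled competitor peptide control wells for full effect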
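Control set: unlabelled peptide and DMSO controls / Material: purified CerCALP PDZ construct / Timing: 1 h incubation at room temperature before polarization reading / Doses: 20 µM, one dose / Detection: fluorescence polarization (mP)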
DAGLB inhibitor: DAGLB lipase inhibitors, primary screen, biochemical, fluorescence, HTS; HEK293T DAGLB membrane lysate, EnzChek fluorogenic substrate; inhibition, % at 5.17 µM; 0.059% of 340,000 active; Diacylglycerol lipase-beta (Homo sapiens), Q8NCG7; in the data active = inhibition above about 34%;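 note: 0% = enzyme with vehicle and 100% = wells lacking enzyme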
Target sequence (Q8NCG7 whole entry, looked up): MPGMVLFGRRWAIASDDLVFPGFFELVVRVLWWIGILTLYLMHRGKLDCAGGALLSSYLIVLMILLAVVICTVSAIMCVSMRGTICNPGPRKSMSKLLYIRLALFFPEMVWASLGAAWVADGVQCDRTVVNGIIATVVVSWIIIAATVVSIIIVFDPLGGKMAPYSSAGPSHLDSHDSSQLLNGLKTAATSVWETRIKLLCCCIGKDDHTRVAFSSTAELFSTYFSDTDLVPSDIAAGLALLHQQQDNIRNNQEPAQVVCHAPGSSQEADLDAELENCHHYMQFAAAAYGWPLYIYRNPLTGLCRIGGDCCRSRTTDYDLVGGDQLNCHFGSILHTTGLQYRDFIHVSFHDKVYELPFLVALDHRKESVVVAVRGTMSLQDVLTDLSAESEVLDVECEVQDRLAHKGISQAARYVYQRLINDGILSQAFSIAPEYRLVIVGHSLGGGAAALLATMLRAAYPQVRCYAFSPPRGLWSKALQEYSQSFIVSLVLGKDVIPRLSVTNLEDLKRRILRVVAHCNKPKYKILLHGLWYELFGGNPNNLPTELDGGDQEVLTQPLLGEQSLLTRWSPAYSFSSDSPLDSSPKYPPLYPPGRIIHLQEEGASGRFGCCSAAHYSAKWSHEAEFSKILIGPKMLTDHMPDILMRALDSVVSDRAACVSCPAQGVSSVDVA
Cardiac RTF inh: cardiac RTF calcium sensitivity inhibitors, primary screen, biochemical, IANBD-TnC fluorescence, EC70 calcium | IANBD-labeled cardiac RTF, Ca2+ fluorescence | 0.12% of 340,000 active | Troponin I, cardiac muscle (Homo sapiens) + Troponin T, cardiac muscle (Homo sapiens) + … | inhibition, % at 7.15 µM;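 active = inhibition above the mean inhibition of all tested compounds plus 3 SD, cut at about 17% in these data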;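 note: assay run at fixed EC70 calcium of 1.6 mM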
C-LANA FP: inhibitors of KSHV C-LANA binding to DNA, primary screen, biochemical, fluorescence polarization, FAM-LBS DNA, MBP-C-LANA, single point. inhibition, % at 9 µM. AID 504423, 2011. Kaposi's sarcoma herpesvirus LANA C-terminal domain (residues 932-1162) DNA binding. 0.078% of 340,000 active;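 active = highest replicate inhibition at or above 60% at 9 µM, even if other replicates fall short; inactive = all replicates below 60% inhibition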;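 note: 0% = neutral control wells and 100% = 4 µM acridine orange control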
Rtt109 Vps75: inhibitors of C. albicans Rtt109/Vps75 HAT, primary screen, biochemical, ThioGlo CoA-SH fluorescence, plate reader | Histone acetyltransferase RTT109 (Candida albicans (strain SC5314 / ATCC MYA-2876)), … | purified Rtt109/Vps75, 4 h | inhibition, % at 34.9 µM | 0.16% of 330,000 active | AID 540336, 2011;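 active = inhibition of at least 50% in every replicate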
* marks the source's active call; other numbers are inactive results; x = not tested or not shown.

1	CC(C)CCSc1ncnc2c1oc1nc3c(cc12)COC(C)(C)C3
2	Clc1ccc(/C=N/c2c(-c3ccco3)nc3ccccn23)cc1
3	CCCCc1nc2cc(C(=O)NCc3ccccn3)ccc2o1
4	COc1ccc(N=C2SC(CC(=O)Nc3ccc(OC)cc3OC)C(=O)N2C)cc1 (stereo unspecified)
5	CC(/C=N/NC(=O)c1cc(-c2ccc(C)o2)[nH]n1)=C\c1ccccc1
6	Cn1c(CO)cnc1SCc1ccc(F)cc1
7	Cc1nc(N2CCN(Cc3ccccc3)CC2)c(C#N)c2c1COC(C)(C)C2
8	Cn1ccnc1SCC(=O)N1CCc2ccccc21
9	Cc1ccc(Cl)cc1NC(=S)N1CCC(c2ccccc2)C1 (stereo unspecified)
10	O=C(C1=C[C@H](c2ccc(Br)cc2)C[C@H](OCc2ccc(CO)cc2)O1)N1CCOCC1
assay / entry	1	2	3	4	5	6	7	8	9	10
CAL PDZ FP-1	-4	-3	0	x	-2	1	x	-1	-7	-3
Keap1 Nrf2 FP	-6	2	-1	2	-4	-8	0	3	-2	2
PKA-R2B act	-3	5	-8	-11	-8	-7	-6	2	-9	-7
SR-BI DiI-HDL act	0	2	4	-20	-5	9	-30	-11	x	5
cardiac RTF act	-1	8	1	4	-2	6	4	0	2	3
CAL PDZ FP-2	0.0	0.6	-2.1	0.5	-2.6	-0.9	-0.4	-1.2	-2.3	-0.2
DAGLB inhibitor	-1	3	-4	3	-1	1	-5	-2	-1	1
Cardiac RTF inh	-12	-10	-9	-6	4	-1	-6	0	-9	-6
C-LANA FP	-0.4	3.8	-0.3	-0.9	1.0	0.8	7.1	-2.4	-2.2	0.0
Rtt109 Vps75	1	-10	15	6	-1	-3	-7	2	4	-4

Part of the list above in a different format.
item	structure	CAL PDZ FP-1	Keap1 Nrf2 FP	PKA-R2B act	SR-BI DiI-HDL act	cardiac RTF act	CAL PDZ FP-2	DAGLB inhibitor	Cardiac RTF inh	C-LANA FP	Rtt109 Vps75
3	CCCCc1nc2cc(C(=O)NCc3ccccn3)ccc2o1	0	-1	-8	4	1	-2.1	-4	-9	-0.3	15
4	COc1ccc(N=C2SC(CC(=O)Nc3ccc(OC)cc3OC)C(=O)N2C)cc1 (stereo unspecified)	x	2	-11	-20	4	0.5	3	-6	-0.9	6
5	CC(/C=N/NC(=O)c1cc(-c2ccc(C)o2)[nH]n1)=C\c1ccccc1	-2	-4	-8	-5	-2	-2.6	-1	4	1.0	-1
6	Cn1c(CO)cnc1SCc1ccc(F)cc1	1	-8	-7	9	6	-0.9	1	-1	0.8	-3

The listing picks up with the 2 entries that preceded the break.
9	Cc1ccc(Cl)cc1NC(=S)N1CCC(c2ccccc2)C1 (stereo unspecified)
10	O=C(C1=C[C@H](c2ccc(Br)cc2)C[C@H](OCc2ccc(CO)cc2)O1)N1CCOCC1
11	CCCCN(C)S(=O)(=O)c1ccc(C(=O)Nc2nnc(C3=COCCO3)o2)cc1
12	O=C(O)CCCC(=O)N1N=C(c2ccccc2)CC1c1ccc2nccnc2c1 (stereo unspecified)
13	Cc1cc(C)n(-c2nc3c(c(=O)[nH]c(=O)n3C)n2CC(O)COc2ccccc2C)n1 (stereo unspecified)
14	Cc1ccc(C2CC2c2n[nH]c(=S)n2-c2ccc(Cl)cc2)cc1 (stereo unspecified)
15	Cc1ccc(NC(=S)NCC2CCN(C(C)c3ccccc3)C2)cc1 (stereo unspecified)
16	CCOc1ccc(N)c(SSc2cc(OCC)ccc2N)c1
17	COc1ccc(C(=O)NC(NC(=O)c2ccc(OC)c(OC)c2)c2ccccc2F)cc1OC
18	Cc1ccc(OCC(=O)NNC(=O)C2CSC3(C)CCC(=O)N23)cc1C (stereo unspecified)
19	O=C(OCC(=O)N1CCN(C(=O)c2ccco2)CC1)c1ccc(S(=O)(=O)N2CCCCC2)cc1
20	O=C(CNC(=O)c1ccc(S(=O)(=O)N2CCCC2)cc1)N/N=C/c1ccc(Cl)cc1
assay / entry	9	10	11	12	13	14	15	16	17	18	19	20
CAL PDZ FP-1	-7	-3	-1	-1	-3	3	5	0	-2	-3	-4	-1
Keap1 Nrf2 FP	-2	2	-1	-2	-5	-3	-9	-8	-3	-2	-2	-4
PKA-R2B act	-9	-7	-10	-6	4	1	-3	-6	0	-6	2	-12
SR-BI DiI-HDL act	x	5	5	-2	5	13	-3	0	18	20	-12	-72
cardiac RTF act	2	3	1	-7	-3	-4	3	-2	-6	3	0	1
CAL PDZ FP-2	-2.3	-0.2	-0.9	-1.4	-1.8	-0.9	-0.2	0.9	-2.4	-2.4	-0.4	-1.2
DAGLB inhibitor	-1	1	2	0	0	-1	2	-12	4	-1	4	3
Cardiac RTF inh	-9	-6	2	13	4	-2	-14	-9	4	1	-8	6
C-LANA FP	-2.2	0.0	1.4	1.1	0.4	-0.3	-1.6	0.6	-0.2	2.2	-0.2	-0.6
Rtt109 Vps75	4	-4	x	-1	1	-19	10	3	-5	4	-1	7

21	Cc1cc2oc(=O)cc(CN3CCOCC3)c2cc1C
22	CCOC(=O)CC1=C(C(=O)OCC)C(c2cccnc2)C(C#N)=C(N)O1 (stereo unspecified)
23	Cc1nc2nc3c(cn2n1)C(=O)CC(c1ccccc1)C3 (stereo unspecified)
24	CCOc1cccc(C2/C(=C(/O)c3ccc4c(c3)CC(C)O4)C(=O)C(=O)N2CCN2CCOCC2)c1 (stereo unspecified)
25	S=C(c1c[nH]c2ccc(Br)cc12)N1CCOCC1
26	CN(C)CCCN(C(=O)c1ccc([N+](=O)[O-])s1)c1nc2cc3c(cc2s1)OCCO3
27	Cc1ccc(C(C)C)c(OCC(O)CNC2CCCC2)c1 (stereo unspecified)
28	CCOC(=O)c1cc(-c2ccc(OC)cc2)nc2c1c(C)nn2CCC(N)=S
29	O=C1CSC(=O)N1CCOCCN1C(=O)CSC1=O
30	O=C(CCN1CCOCC1)N1CCc2c([nH]c3ccccc23)C1c1cccc(Cl)c1 (stereo unspecified)
assay / entry	21	22	23	24	25	26	27	28	29	30
CAL PDZ FP-1	-4	-2	-2	-8	-2	-3	-8	-1	-2	2
Keap1 Nrf2 FP	3	6	-5	-2	1	-6	0	1	-3	0
PKA-R2B act	-5	-5	-1	0	-9	7	1	-8	-6	-7
SR-BI DiI-HDL act	5	7	10	4	-2	6	14	-66	-12	-63
cardiac RTF act	3	-2	2	2	-3	0	-2	-4	9	-5
CAL PDZ FP-2	-0.9	0.4	0.3	0.4	-1.0	-1.8	0.1	-1.6	-4.7	-1.7
DAGLB inhibitor	-3	0	2	2	0	2	-1	-4	2	5
Cardiac RTF inh	-6	0	-6	-8	6	-2	-6	3	-24	3
C-LANA FP	2.7	3.6	-1.0	-2.4	-0.5	-0.4	-1.7	0.5	-1.4	-0.4
Rtt109 Vps75	-13	5	5	1	1	5	-3	4	-4	6

31	C=CCOc1ccc(/C(O)=C2\C(=O)C(=O)N(CCCOC)C2c2ccncc2)cc1 (stereo unspecified)
32	Cc1cc(C(=O)COc2ccccc2C(N)=O)c(C)n1C
33	CC(=O)c1cc2c(cc1N/C(=N/S(=O)(=O)c1ccc(C)cc1)c1ccccc1)OCO2
34	O=C(CSc1nc(=O)n(Cc2ccccn2)c2c1CCC2)Nc1ccc(F)cc1F
35	CCc1nc2c(s1)CCc1onc(-c3ccc(Cl)cc3)c1-2
36	O=C(O)c1cccc(S(=O)(=O)Nc2ccc3[nH]c(=O)[nH]c3c2)c1
37	CCCCc1ccc(NC(=S)NCc2cccs2)cc1
38	O=C(Nc1nnc(SCCN2CCOCC2)s1)C1CC(=O)N(c2ccc(F)cc2)C1 (stereo unspecified)
39	COCCN(C(=O)Cc1coc2cc(C)c(C)cc12)c1c(N)n(Cc2ccccc2)c(=O)[nH]c1=O
40	O=C(O)CC(C(=O)OCCOc1ccccc1)N1CCOCC1 (stereo unspecified)
assay / entry	31	32	33	34	35	36	37	38	39	40
CAL PDZ FP-1	-1	1	-2	-4	-2	-2	-1	-2	-13	-2
Keap1 Nrf2 FP	-4	-1	1	2	-6	-6	-4	-6	-1	0
PKA-R2B act	0	-1	-4	1	4	3	-5	4	-8	2
SR-BI DiI-HDL act	x	6	-23	-4	-30	29	-10	-3	11	2
cardiac RTF act	1	0	0	-3	-2	-2	0	1	-2	1
CAL PDZ FP-2	-1.5	-0.7	-0.8	-1.1	-0.2	-1.2	-4.5	-1.8	-1.1	-0.5
DAGLB inhibitor	2	0	-4	3	-10	-1	-4	5	4	1
Cardiac RTF inh	-1	0	-9	-14	-6	-5	-14	2	-2	-21
C-LANA FP	3.0	-0.1	-0.6	1.7	4.8	-1.0	-0.6	-1.6	-0.1	0.4
Rtt109 Vps75	4	8	10	-2	-14	-7	-5	1	5	-6

41	O=c1c(CN2CCN(c3cccc(Cl)c3)CC2)coc2c(Cl)cc(Cl)cc12
42	CC(C)NC(=O)c1cc(-c2ccc3c(c2)OCO3)on1
43	CN(C(=O)c1ccc(S(=O)(=O)NC2CCCC2)cc1)C1CCCCC1
44	O=C(COC(=O)CSc1nnc(-c2ccc(Cl)cc2)o1)Nc1cc(Cl)ccc1Cl
45	CC(C)(C)c1ccc(C(=O)Nc2cccc3c(=O)[nH][nH]c(=O)c23)cc1
46	CC(C)N1CCc2c(sc(NC(=O)c3cc(-c4cccs4)nc4ccccc34)c2C(N)=O)C1
assay / entry	41	42	43	44	45	46
CAL PDZ FP-1	-5	-20	1	0	-1	-1
Keap1 Nrf2 FP	-1	0	0	0	-4	-5
PKA-R2B act	4	4	-5	-2	-12	4
SR-BI DiI-HDL act	5	-2	-1	7	11	-17
cardiac RTF act	-6	-3	4	-1	-1	5
CAL PDZ FP-2	-1.8	-2.1	-0.2	-0.5	-2.8	-1.7
DAGLB inhibitor	0	-2	4	1	-1	3
Cardiac RTF inh	-4	2	-31	-6	-4	-9
C-LANA FP	2.9	-0.9	-0.2	-2.3	3.0	-0.5
Rtt109 Vps75	-7	0	5	-6	x	10
